DAX1 inh-1: DAX1 (NR0B1) inhibition, primary screen; HEK293T StAR-luciferase reporter, SF-1/DAX-1 repression relief; inhibition, % at 6.8 µM; 370,000 tested, 1.1% active; AID 652010;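 active means inhibition above the mean over all tested compounds plus 3 SD, cut at about 3.6% in these data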;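 further: 0% = DAX-1 cells with DMSO and 100% = cells lacking DAX-1 with DMSO; higher inhibition means more luminescence from relief of DAX-1 repression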
ADAM10 inh: inhibits human ADAM10; O14672; recombinant ADAM10, EDANS/DABCYL FRET peptide cleavage, 3 h; inhibition, % at 7 µM; 370,000 tested, 0.62% active;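 active means inhibition above a per-campaign cutoff equal to the mean of compounds falling between control-based bounds plus 3 SD, cut at about 20% in these data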;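 further: 0% = DMSO wells while the 100% control is not disclosed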
Target sequence (O14672 214-748 limits assumed): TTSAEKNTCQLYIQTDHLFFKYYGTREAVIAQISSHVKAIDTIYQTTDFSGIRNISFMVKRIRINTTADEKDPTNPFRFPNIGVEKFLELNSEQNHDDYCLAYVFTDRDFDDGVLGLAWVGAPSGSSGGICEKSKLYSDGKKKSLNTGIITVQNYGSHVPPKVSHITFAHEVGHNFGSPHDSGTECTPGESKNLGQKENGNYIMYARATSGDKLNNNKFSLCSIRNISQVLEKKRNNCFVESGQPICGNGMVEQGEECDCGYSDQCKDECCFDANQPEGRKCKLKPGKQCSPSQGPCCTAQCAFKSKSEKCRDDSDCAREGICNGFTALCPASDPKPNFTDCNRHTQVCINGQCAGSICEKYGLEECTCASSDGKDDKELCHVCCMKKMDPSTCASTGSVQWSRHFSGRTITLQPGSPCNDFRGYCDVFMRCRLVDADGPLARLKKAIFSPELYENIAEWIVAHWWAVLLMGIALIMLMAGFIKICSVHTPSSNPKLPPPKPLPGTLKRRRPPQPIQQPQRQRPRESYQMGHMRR
GAA850 FXN act: frataxin GAA850 promoter activation. HEK293 lucGAA850 FXN promoter luciferase reporter, 24 h; percent of 10 µM SAHA response. activation, % at 6 µM. 360,000 tested, 0.56% active;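 active means activation above the average of all compounds screened plus 3 SD, cutoff fixed separately per campaign, cut at about 7.5% in these data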;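 further: 0% = DMSO wells and 100% = 10 µM SAHA wells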
DAX1 inh-2: inhibitors of human orphan nuclear receptor DAX1 (NR0B1) | P51843 | HEK293 Gal4-DAX1 luciferase reporter, luminescence | inhibition, % at 6.75 µM | 340,000 tested, 0.99% active | AID 504766;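 active means inhibition above the mean over all tested compounds plus 3 SD, cut at about 4.2% in these data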;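 further: 0% = DAX1-transfected cells with DMSO and 100% = empty-vector control cells with DMSO; inhibition shows as a rise in luminescence from relieved DAX1 repression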
hcDAF-12 act: H. contortus DAF-12 activation, primary screen. AID 652067. 370,000 tested, 1.4% active. HEK293 hcDAF-12 lit1-tk-luc reporter, luminescence; 0% DMSO, 100% Δ7-dafachronic acid. activation, % at 6.8 µM;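 active means activation above the mean of all tested compounds plus 3 SD, cut at about 5.5% in these data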;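 further: 100% = response to 3 µM Δ7-dafachronic acid high control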
PG9 Ab binder: PG9 antibody binding by small molecule; TR-FRET gp120-PG9 antibody binding; inhibition, % at 6.7 µM; 360,000 tested, 0.43% active; in the data active means inhibition above about 8.5%
hgDAF12 agonist: agonists of H. glycines DAF-12 nuclear receptor; 370,000 tested, 1.8% active; AID 687014; HEK293 GAL4-hgDAF12 UAS-luciferase reporter, agonist luminescence; normalized to butyrate control; activation, % at 6.8 µM;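 active means activation above a cutoff set at the mean of all screened compounds plus 3 SD, cut at about 10% in these data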;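 further: 0% = DMSO wells and 100% = sodium butyrate wells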
NPR1 activator: GC-A (human) enzyme activation; HEK293 GC-A cells, cGMP TR-FRET, EC30 ANP; 0% at EC30 ANP, 100% saturating ANP; activation, % at 10 µM; 370,000 tested, 0.14% active; in the data active means activation above about 40%
SMARCA2 act: increases SMARCA2 function in MMTV reporter cells. MG213 cells, MMTV-luciferase reporter, dexamethasone, overnight. activation, % at 9.1 µM. 370,000 tested, 1% active. AID 652017; in the data active means activation above about 7.8%;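 further: 0% = vehicle wells and 100% = reference activator wells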
ssDAF-12 act: activates DAF-12 receptor from parasite S. stercoralis | HEK293 ssDAF-12/GRIP1 lit1-tk-luc reporter, luminescence; % of 3 µM dafachronic acid response | 370,000 tested, 1% active | activation, % at 6.8 µM;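 active means activation above the mean over all tested compounds plus 3 SD, cut at about 0.9% in these data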;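 further: 0% = DMSO-only wells and 100% = 3 µM delta7-dafachronic acid wells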
ADAM17 inh: inhibitors of human ADAM17. 370,000 tested, 0.83% active. AID 720648. inhibition, % at 6.95 µM. recombinant ADAM17, EDANS/DABCYL FRET peptide cleavage;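 active means inhibition above the mean of compounds lying between control limits plus 3 SD, set per campaign, cut at about 8.5% in these data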;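 further: 0% = DMSO-only wells as the low control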
Target sequence (P78536 215-824 limits assumed): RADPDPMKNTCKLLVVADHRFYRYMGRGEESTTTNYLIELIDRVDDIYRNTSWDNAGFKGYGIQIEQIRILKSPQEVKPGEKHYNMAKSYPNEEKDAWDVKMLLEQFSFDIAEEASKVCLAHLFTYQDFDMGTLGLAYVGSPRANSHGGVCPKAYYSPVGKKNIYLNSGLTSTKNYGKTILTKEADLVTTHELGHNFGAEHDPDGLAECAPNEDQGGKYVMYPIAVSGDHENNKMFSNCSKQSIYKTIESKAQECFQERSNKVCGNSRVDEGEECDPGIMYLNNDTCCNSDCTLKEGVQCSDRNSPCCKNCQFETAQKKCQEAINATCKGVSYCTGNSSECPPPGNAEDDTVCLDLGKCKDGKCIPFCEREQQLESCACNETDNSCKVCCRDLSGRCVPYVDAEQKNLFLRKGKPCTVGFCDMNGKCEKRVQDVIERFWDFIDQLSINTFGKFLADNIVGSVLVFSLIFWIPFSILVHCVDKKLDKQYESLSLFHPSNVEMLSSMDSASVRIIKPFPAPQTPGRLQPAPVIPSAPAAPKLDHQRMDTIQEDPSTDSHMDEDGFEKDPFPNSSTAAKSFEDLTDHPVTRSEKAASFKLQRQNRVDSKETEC
The depositor's hits bear a star; i = inactive; . = not tested or not shown; & = joins results of further samples.

SMILES	DAX1 inh-1	ADAM10 inh	GAA850 FXN act	DAX1 inh-2	hcDAF-12 act	PG9 Ab binder	hgDAF12 agonist	NPR1 activator	SMARCA2 act	ssDAF-12 act	ADAM17 inh
CCn1c(SCC(=O)NCCOC)nc2sc3c(c2c1=O)CCCC3	0.8	-15	1.2	1.0	-1.1	0.4	0.1	1	1	-1.2	-10
CCCc1cc(=O)oc2c(CNc3ccc(OCC)cc3)c(O)ccc12	-0.9	i	-3.0	-2.6	1.9	-2.4	-1.5	2	-1	-1.1	i
COc1cc(OC)cc(C(=O)Nc2nc3ccc(S(C)(=O)=O)cc3s2)c1	-0.3	-9	4.2	0.1	3.4	2.2	5.5	1	-1	-1.2	-1
COc1ccc(CN[C@@H]2CC[C@@]34CCCN3C(=O)CCC[C@H]4C2)cc1OC	.	-1	.	.	-0.4	.	1.8	0	.	-1.5	-2
COc1ccc(-c2nc(N)n(C(=O)c3ccccc3)n2)cc1	-0.2	-13	0.8	-0.5	-0.5	-2.0	5.2	1	-4	-0.9	-4
O=C(Nc1ccc(Cl)c(Cl)c1)Nc1ccc(N2CCCC2)c(S(=O)(=O)Nc2ccccc2Cl)c1	-1.3	2	-2.0	-0.4	-0.3	-0.1	1.0	-4	-11	-2.4	-6
CC(C)(C)n1nc(Cc2cccc3ccccc23)c2c(N)ncnc21	-0.7	14	4.4	-1.9	-3.9	-1.2	-3.6	-4	-2	-2.0	8
CCOc1ccc(NC(=O)CN2CCCC2c2cccs2)cc1S(=O)(=O)N1CCCC1 (stereo not given)	-1.0	-3	-0.3	0.6	-2.6	1.4	-0.2	-2	-4	-0.7	2
S=c1[nH]nc(-c2cc(-c3ccccc3)n[nH]2)n1/N=C/c1cccs1	-0.1	8	2.8	-0.9	0.8	0.9	-1.1	-3	5	-1.3	1
Cc1ccc(Nc2nc(N)c([N+](=O)[O-])c(N3CCCC(C)C3)n2)cc1C (stereo not given)	0.1	-4	4.9	1.1	-1.4	-0.6	2.0	5	0	-0.8	-4
CCOC(=O)c1c(NC(=O)c2ccc(S(=O)(=O)N(C)CC3CCCO3)cc2)sc2c1CC(C)(C)NC2(C)C (stereo not given)	0.2	-9	-0.6	-0.1	-1.0	1.4	-1.9	3	0	-1.0	-5
Cn1c(=O)c2c(nc(Br)n2C)n(C)c1=O	0.1	-4	3.1	0.0	-0.4	-2.4	1.9	7	-1	-0.5	-1
CN(C)c1ccc(-c2cccc(C3CC=CC4C3C(=O)N(Cc3ccccc3)C4c3ccc4ccccc4c3)c2)cc1 (stereo not given)	0.8	1	-1.0	0.4	0.3	26*	1.0	0	2	-1.2	-1
CCOC(=O)C1=C(Nc2ccccc2)CC(C)(O)C(C(=O)OCC)C1c1ccc(Cl)cc1 (stereo not given)	0.4&0.2	3&-3	-1.5&1.3	0.3&0.5	-0.3&-1.2	-1.8&-1.8	-0.6&-1.7	-6&-6	-3&1	-0.8&-1.5	2&-1
Cn1nc(-c2ccc(C(=O)Nc3cccnc3)cc2)c2ccccc2c1=O	-0.3	-4	-2.4	-1.7	0.4	0.1	1.1	0	-2	-1.1	-3
COCCCNC(=O)C1CC(=O)OC1c1ccc(OC)c(OC)c1 (stereo not given)	0.3	-9	-1.3	0.4	-1.3	-0.1	1.9	-1	-2	-1.0	-4
Cc1ccccc1OCC(O)CN1CCN(c2ccc(Cl)cc2)CC1 (stereo not given)	0.3	-2	-0.3	-1.3	-1.4	-1.3	-0.2	5	-2	-1.3	-1
COc1ccc(N2CCN(CCCNC(=O)c3cc4sccc4n3C)CC2)cc1	-0.4	12	-0.1	-1.8	-1.1	-1.6	2.0	0	3	-1.2	-1
Cc1nc(N)c(C#N)c(-c2cccnc2)c1C	-0.4	-56	-2.4	0.7	-0.6	-1.3	6.0	.	1	-1.1	-15
Cc1cccc(NC(=O)COc2ccc(/C=N\n3cnnc3)cc2)c1	-0.3	0	0.5	-1.3	0.2	0.0	3.4	-1	-1	-0.5	0

Some entries already given, showing only NPR1 activator.
Molecule	NPR1 activator
COc1ccc(N2CCN(CCCNC(=O)c3cc4sccc4n3C)CC2)cc1	0
CCn1c(SCC(=O)NCCOC)nc2sc3c(c2c1=O)CCCC3	1

Some of the entries so far, with bars between the fields:
smiles | DAX1 inh-1 | ADAM10 inh | GAA850 FXN act | DAX1 inh-2 | hcDAF-12 act | PG9 Ab binder | hgDAF12 agonist | NPR1 activator | SMARCA2 act | ssDAF-12 act | ADAM17 inh
CCn1c(SCC(=O)NCCOC)nc2sc3c(c2c1=O)CCCC3 | 0.8 | -15 | 1.2 | 1.0 | -1.1 | 0.4 | 0.1 | 1 | 1 | -1.2 | -10
CN(C)c1ccc(-c2cccc(C3CC=CC4C3C(=O)N(Cc3ccccc3)C4c3ccc4ccccc4c3)c2)cc1 (stereo not given) | 0.8 | 1 | -1.0 | 0.4 | 0.3 | 26* | 1.0 | 0 | 2 | -1.2 | -1
Cc1ccccc1OCC(O)CN1CCN(c2ccc(Cl)cc2)CC1 (stereo not given) | 0.3 | -2 | -0.3 | -1.3 | -1.4 | -1.3 | -0.2 | 5 | -2 | -1.3 | -1
Cc1cccc(NC(=O)COc2ccc(/C=N\n3cnnc3)cc2)c1 | -0.3 | 0 | 0.5 | -1.3 | 0.2 | 0.0 | 3.4 | -1 | -1 | -0.5 | 0
CC(C)(C)n1nc(Cc2cccc3ccccc23)c2c(N)ncnc21 | -0.7 | 14 | 4.4 | -1.9 | -3.9 | -1.2 | -3.6 | -4 | -2 | -2.0 | 8

(list continues)
SMILES	DAX1 inh-1	ADAM10 inh	GAA850 FXN act	DAX1 inh-2	hcDAF-12 act	PG9 Ab binder	hgDAF12 agonist	NPR1 activator	SMARCA2 act	ssDAF-12 act	ADAM17 inh
CCOC(=O)Cc1csc(N/N=C/c2ccc(Cl)cc2)n1	0.0	4	0.3	-0.3	-3.9	-1.1	-3.5	2	-9	-1.7	4
O=C(CNC(=O)c1sc2ccccc2c1Cl)OCc1ccccc1	0.3	7	2.2	0.4	-1.3	-0.7	2.1	1	-1	-0.3	0
CC1CC(C)CN(CCCNC(=O)CCC(=O)N2CCOc3ccccc32)C1 (stereo not given)	-0.7	-10	0.2	1.5	2.1	1.8	-1.0	3	1	-0.8	-3
CCc1nc2ccc(C(=O)Nc3cccc(OCC(=O)N(C)C)c3)cn2c1N(CC)CCN(C)C	2.8	-7	-0.7	.	0.1	-1.2	0.7	3	-2	0.2	-1
CC(C)CCNC(=O)C1CC(c2ccccc2C(F)(F)F)=NO1 (stereo not given)	-0.5	9	0.6	0.2	-1.9	0.3	-1.8	3	0	-0.2	3
CC(Oc1ccc(Cl)cc1Cl)c1nc(-c2ccccn2)no1 (stereo not given)	1.5	8	5.5	1.5	2.0	1.1	7.8	18	2	-1.1	-3
CCOC(=O)[C@]12CCCC=C1N(Cc1ccc3c(c1)OCO3)C(=O)[C@H](CC(=O)NCCCN1CCCC1=O)C2	0.5	-19	.	.	-0.2	-1.1	-0.7	-2	4	-1.0	-4
Cc1ccc(CCNC(=O)C2CCCN(c3ncnc4c3nc3n4CCCCC3)C2)cc1 (stereo not given)	0.9	-1	-0.3	0.8	-1.2	-0.5	-0.6	-3	1	-1.6	-3
COc1cccc(-c2nc(-c3ccccn3)no2)c1OC	1.7	-4	0.5	1.4	0.5	1.3	6.9	0	-3	-0.4	-3
Cc1ccc(S(=O)(=O)N(C)CCCC(=O)NC(C)(C)C)cc1	0.0	5	1.8	-0.9	-1.2	0.9	0.4	2	-1	-0.9	2
Cc1cc(C)c2nc(SCC(=O)Nc3cc(C)on3)c(C#N)cc2c1	0.1	-7	3.1	-0.7	2.6	28*	1.5	5	-1	-1.0	-1
O=C(NCc1nnnn1-c1ccc(F)c(F)c1)c1ccc(S(=O)(=O)N2CCOCC2)cc1	-0.7	-2	0.8	0.5	-0.8	-0.7	0.2	1	-2	-1.4	-3
S=C(Nc1cc(Cl)cc(Cl)c1)N1CCCC1	-1.1	3	2.5	-0.1	0.6	1.6	7.6	0	3	-1.5	2
Cc1ccc2c(=O)cc(C(=O)NCc3ccccc3)oc2c1C	0.2	-2	-1.8	1.0	0.7	-0.9	0.7	14	-2	-1.2	-2
Cn1c(=O)c2c(nc(SCCN3CCOCC3)n2Cc2ccc(F)cc2)n(C)c1=O	2.7	1	9.0*	4.4*	7.8*	0.7	9.6	6	6	0.5	6
COc1cc(C(=O)NNC(=S)Nc2ccc(S(N)(=O)=O)cc2)cc(OC)c1OC	-0.6	0	0.0	2.4	-1.1	-3.0	0.8	-2	-4	-1.3	0
CCN(CC(=O)Nc1c(F)cccc1F)C(=O)CCCc1cccs1	1.7	9	0.0	1.0	-1.5	0.5	-0.1	3	-2	-1.2	1
O=C(CCc1nc(-c2ccccc2F)no1)NC1CCCCC1	0.5	8	1.7	-0.7	-1.9	1.1	-3.3	0	-2	-0.5	2
COc1cccc(CN(C)C(=O)CN2C(=O)NC(c3ccccc3)(c3ccccc3)C2=O)c1OC	0.6	2	-0.3	-0.2	-1.0	-1.7	-0.9	0	-1	-1.6	0
CC(C)n1cc(/C=C2/SC(=O)N(CC(=O)Nc3ccc4c(c3)OCO4)C2=O)c2ccccc21	0.5	-1	1.4	-0.8	1.4	0.7	0.4	-4	-1	-0.4	0
Cc1ccncc1C(N)=O	-0.3	1	2.0	3.0	0.3	-0.8	1.5	0	1	-1.2	-4
C/C(=N\Nc1cc(-c2ccccc2)nc(-c2ccccc2)n1)c1ccc(O)c(C)c1	-0.2	-9	0.2	0.0	0.6	-2.0	-1.8	-2	-2	-1.0	0
COc1ccc(CNC(=O)CN(C(=O)CCC(=O)Nc2ccccn2)c2ccccc2OC)cc1	0.4	-4	1.4	-0.2	-1.4	-0.9	-0.8	-2	-1	-1.3	-1
CC(=O)Nc1nc(C)c(-c2csc(Nc3cccc([N+](=O)[O-])c3)n2)s1	-2.4	-4	-8.7	-4.0	-4.3	-1.0	2.0	18	0	-2.8	-3
Cc1ccc(S(=O)(=O)N2CCCCC2)cc1NC(=O)C1COc2ccccc2O1 (stereo not given)	-0.6	-3	1.8	-0.9	0.1	-0.3	3.9	-2	-4	-0.4	-5
CCN(CC(=O)NCc1ccc(Cl)cc1)C(=O)CSc1cc(C)ccc1C	-2.4	0	-0.1	0.7	-1.6	-2.8	0.2	-9	2	-1.0	1
CC(C)c1ccc(CN2CC(C(=O)Nc3ccccc3)CC2=O)cc1 (stereo not given)	0.1	-3	1.1	0.4	0.1	-2.7	0.7	-2	-1	-1.6	0
COCCN(Cc1ccco1)C(=O)C1CCCN(c2ncnc3c2nc2n3CCCCC2)C1 (stereo not given)	-2.1	0	-0.6	-0.5	-3.0	-1.8	-1.7	-3	-1	-1.9	0
Cc1c(C)c2ccc(OCC(=O)N3CCN(c4ccc(F)cc4)CC3)c(C)c2oc1=O	0.1	-8	-0.5	0.9	-0.2	-1.4	-0.7	-11	-2	-0.4	-5
CN(Cc1cnn(-c2ccccc2)c1)C(=O)c1ccc(S(=O)(=O)NCc2ccco2)cc1	-0.8	-5	-2.5	-0.9	-0.9	-1.4	-0.3	12	-3	-1.6	-1
COc1cc(-c2c(-c3cc(OC)c(OC)c(OC)c3)noc2C)ccc1F	1.2	-3	.	.	-0.8	-1.6	-5.8	-15	1	-0.8	-1
Cn1c(=O)c2c(nc(NCc3ccco3)n2CC(O)CO)n(C)c1=O (stereo not given)	-0.5	-8	0.1	0.4	1.0	2.7	-2.0	2	-4	-1.3	-5
